Screening data: PubChem BioAssay, Fisher Drug Discovery Resource Center
hcGAS inh: blocks human cGAS activity; inhibition, % at 12.5 µM; actives 0.081% (n = 290,000); recombinant h-cGAS, ATP depletion, Kinase-Glo luminescence; Q8N884;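 also: 0% = vehicle reaction and 100% = reaction without DNA for no activity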
Target sequence (Q8N884 whole entry, looked up): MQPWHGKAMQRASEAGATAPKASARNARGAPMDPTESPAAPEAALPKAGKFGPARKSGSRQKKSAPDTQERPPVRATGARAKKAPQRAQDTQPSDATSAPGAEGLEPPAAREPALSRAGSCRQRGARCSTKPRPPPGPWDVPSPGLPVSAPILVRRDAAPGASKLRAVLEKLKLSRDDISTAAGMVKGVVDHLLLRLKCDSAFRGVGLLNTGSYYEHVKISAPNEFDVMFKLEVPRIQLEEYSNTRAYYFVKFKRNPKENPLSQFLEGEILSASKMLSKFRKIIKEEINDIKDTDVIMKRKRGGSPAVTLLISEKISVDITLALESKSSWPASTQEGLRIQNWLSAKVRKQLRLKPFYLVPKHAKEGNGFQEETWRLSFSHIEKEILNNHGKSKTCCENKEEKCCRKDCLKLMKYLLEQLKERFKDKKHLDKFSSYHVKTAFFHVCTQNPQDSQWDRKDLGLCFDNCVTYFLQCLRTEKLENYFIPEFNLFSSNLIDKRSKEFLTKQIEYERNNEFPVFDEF
mcGAS inh: inhibitors of mouse cGAS | recombinant cGAS, Kinase-Glo ATP depletion luminescence | Q8C6L5 | AID 1259399 | actives 0.15% (n = 160,000) | inhibition, % at 12.5 µM;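 also: 0% = negative control wells and 100% = reference inhibitor with no enzyme activity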
NPYLR7 ag: mosquito NPYLR7 agonism | HEK293T NPYLR7/Galpha15, GCaMP6s calcium fluorescence | activation, % at 10 µM | actives 0.15% (n = 270,000) | AID 1259423; in the data active = activation above about 40%;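 also: 0% = vehicle and 100% = reference agonist at the receptor; some compounds past the cut are filed as inactive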
Numbers without * were called inactive; x = not tested or not shown; & = joins results of further samples. Rule as the data show it, unless noted: active = inhibition above about 40%; inactive = the rest.

Each structure is followed by: hcGAS inh	mcGAS inh	NPYLR7 ag
CCOC(=O)CNC(=O)CSc1nc2c([nH]c3ccccc32)c(=O)n1-c1ccccc1F
 : 0	-6	-2
COc1ccc2c(=O)c(Br)cccc2c1OC
 : -4	x	-5
O=C(O)c1cccc(-n2c(C3C4CCCCC43)n[nH]c2=S)c1 (stereo unspecified)
 : -4	x	-8
Cc1ccccc1OCC(=O)Oc1coc(CSc2ncccn2)cc1=O
 : -4	-8	-11
COc1cc(-c2noc(CN3CCOC(C)C3)n2)ccc1C (stereo unspecified)
 : -12	x	3
CCOCCn1c(=O)c2c(nc3n(CC4CCCO4)c(C)c(C)n23)n(C)c1=O (stereo unspecified)
 : -8	x	7
Cc1ccc(C)c(C2c3cccn3CCCN2Cc2ccc3c(c2)OCCO3)c1 (stereo unspecified)
 : 1	0	-9
Cc1cc(Nc2ccccc2)n(-c2ccc([N+](=O)[O-])cc2)n1
 : 1	x	-5
COC(CNC(=O)c1cc(C(N)=O)cs1)C(C)(C)C (stereo unspecified)
 : 5	x	3
C=CCN=c1scc(-c2ccccc2)n1N=Cc1ccc(O)cc1O
 : 1	x	-7

The list goes on, starting with the last 6 of the part before.
Each structure is followed by: hcGAS inh	mcGAS inh	NPYLR7 ag
COc1cc(-c2noc(CN3CCOC(C)C3)n2)ccc1C (stereo unspecified)
 : -12	x	3
CCOCCn1c(=O)c2c(nc3n(CC4CCCO4)c(C)c(C)n23)n(C)c1=O (stereo unspecified)
 : -8	x	7
Cc1ccc(C)c(C2c3cccn3CCCN2Cc2ccc3c(c2)OCCO3)c1 (stereo unspecified)
 : 1	0	-9
Cc1cc(Nc2ccccc2)n(-c2ccc([N+](=O)[O-])cc2)n1
 : 1	x	-5
COC(CNC(=O)c1cc(C(N)=O)cs1)C(C)(C)C (stereo unspecified)
 : 5	x	3
C=CCN=c1scc(-c2ccccc2)n1N=Cc1ccc(O)cc1O
 : 1	x	-7
C=CC(=O)Nc1cccc(Sc2nc(Nc3ccc(N4CCN(C)CC4)cc3)ncc2Cl)c1
 : 4	-4	-7
O=C(CSc1nnc(-c2ccco2)n1C1CCCCC1)N1CCCCC1
 : -7	x	6
CN1CC2(CCN(C(=O)CCc3cn4ccccc4n3)CC2)CC1C(=O)O (stereo unspecified)
 : -3	-8	3
O=C(Cc1ccc2ccccc2c1)NNC(=O)c1cccc(S(=O)(=O)N2CCOCC2)c1
 : -5	-7	3
C=CCc1cc(CN2CCN(C)C3(CCN(C)CC3)C2)cc(OCC)c1O
 : -2	x	14
Cc1nc2ccc(S(=O)(=O)c3ccc4nc(C)[nH]c4c3)cc2[nH]1
 : -4	x	27
CCCC(=O)NCCNc1ccc(Nc2ccncc2)nn1
 : -4	x	9
CC(=O)NCCCn1c(C)csc1=Nc1ccc2c(c1)CCC2
 : -9	-12	14
Cc1cc(C(C)NC(=O)c2ccc(NC(=O)NC3CC3)cc2)c(C)s1 (stereo unspecified)
 : 2	x	1
COc1ccc(NC(=O)CCC2CCCN(CCCC(F)(F)F)C2)c(C)c1 (stereo unspecified)
 : 1	x	-9
COc1ccc(OC)c(-c2nc(CN(C)C(C)c3ccncn3)c(C)o2)c1 (stereo unspecified)
 : -8	x	7
CCCN(C(=O)c1ccc(=O)n(C)n1)S(=O)(=O)c1ccc(Cl)cc1
 : 2	x	0
COC(=O)CCC1CCCCN1C(=O)CS(C)(=O)=O (stereo unspecified)
 : -4	x	7
CCOC(=O)CNc1c(C2CCCCC2)nc2c(OCc3ccccc3)cccn12
 : -6	-7	0
Cc1ccccc1Cn1c(C)c(C(=O)N(C)Cc2ccc(F)cc2)sc1=O
 : -2	x	-8
CCc1ccc(NCN2C(=O)c3ccccc3C2=O)cc1
 : 2	1	1
C1CCc2sc(CN(CC3CCN(C4CCCC4)CC3)CC3CCCO3)nc2C1 (stereo unspecified)
 : 5	-1	0
Cn1nc(C2CC2)cc1NC(=O)C1(C)CCN1C(=O)c1ccccc1CCc1ccccc1 (stereo unspecified)
 : -7	-6	5
COc1ccccc1N1CCN(C(=O)CCN(CC(C)C)c2nc(Cc3ccc(C)cc3)ns2)CC1
 : 5	-1	-4
O=C(/C=C/c1cn(-c2nc(-c3ccccc3)c3cc(Br)ccc3n2)[n+](-c2ccccc2)c1)c1ccccc1
 : -3	-8	10
COc1cccc(C2Nc3ccccc3N=C3CC(c4ccccc4)CC(=O)C32)c1OC (stereo unspecified)
 : -4	-4	-10
c1cc(-c2nc3c4c5c(sc4ncn3n2)CCCCC5)ccn1
 : -3	x	8
Cc1ccc(C)c(Cn2nc(-c3ccc(F)cc3)c3sc(N4CCOCC4)nc3c2=O)c1
 : 1	-5	-3
Cc1ncnc2c1ncn2-c1ccc(N)nc1
 : -8	x	-7
O=C(CCc1cccs1)NC1CCSc2ccccc21 (stereo unspecified)
 : -8	-8	9
Cc1ccc(OCC(=O)N=Nc2c(O)[nH]c3c(C)cc(C)cc23)cc1
 : -1	-3	-5
Cc1cc(C)n2ncc(CN(C)CC(C)N3CCOCC3)c2n1 (stereo unspecified)
 : -3	x	5
O=[N+]([O-])c1ccc(C=NNc2ccc3ccccc3c2)o1
 : -29	-16	8
C[C@]12CC[C@@H]3c4ccc(O)cc4CC[C@H]3[C@@H]1CC[C@@H]2O
 : -5&-3&-3	-3	-7&-10&1
S=c1oc(-c2ccncc2)nn1CN1CCN(c2ccccc2)CC1
 : -2	x	-3
Cc1ccc(CN2CCN(Cc3cn[nH]c3C3CCCCC3)CC2CCO)cc1 (stereo unspecified)
 : -3	x	1
COc1ccc(-n2c(SCCC#N)nnc2-c2ccccc2Cl)cc1
 : 1	-6	6
Cc1cc(C(=O)CSc2ncn[nH]2)c(C)n1CC(F)(F)F
 : -6	x	3
Brc1ccc(OCCn2c3ccccc3c3nc4ccccc4nc32)cc1
 : -1	x	1
COCCc1nc2ccc(C(=O)NCC3(c4ccc(OC)cc4)CCCC3)cc2o1
 : -1	x	17
Cc1ccc(CNc2ccc(S(=O)(=O)N3CCN(C)CC3)cc2[N+](=O)[O-])cc1F
 : -3	-9	-5
COc1cc(Cl)c(C)cc1NC(=O)CN1CCN(c2cccc(C(F)(F)F)c2)CC1
 : -5	x	-3
O=C(NCCN1CCOCC1)c1nn(-c2ccc(Cl)cc2)c(=O)n(Cc2cccc(Cl)c2)c1=O
 : 2	1	2
O=C(C1CCCCN1C(=O)/C=C/c1ccsc1)N1CCOCC1 (stereo unspecified)
 : -4	-12	11
COc1ccc(-n2nnc3c(=O)n(CC(=O)NCc4ccccc4)cnc32)cc1
 : -3	x	10
COC=C1N=C(c2sc(C)nc2C)ON1
 : -1	x	0
S=C(NCc1nc2ccccc2[nH]1)NC1CC2CCC1C2 (stereo unspecified)
 : 6	x	0
O=C(NC(c1ccccn1)C1CCCC1)c1cc(Br)ccc1Cl (stereo unspecified)
 : -7	x	0
CCN(Cc1cccc(C(=O)Nc2ncc(C)s2)c1)[C@H]1COC[C@@H]1O
 : -8	-12	1
CC1CCCN1CC(=O)Nc1cccc(Oc2cccnn2)c1 (stereo unspecified)
 : -7	x	-6
CC(=O)OCC(=O)[C@@]1(OC(C)=O)[C@@H](C)CC2C3C[C@H](F)C4=CC(=O)C=C[C@]4(C)[C@@]3(F)[C@@H](O)C[C@@]21C (stereo partly specified)
 : -2	x	0
O=C(NCc1ccccc1-n1cccn1)c1cc(C2CC2)[nH]n1
 : -8	x	12
Cn1cc(S(=O)(=O)N2CCN(C(=O)CCCOc3ccc(C(C)(C)C)cc3)CC2)cc1C(N)=O
 : -7	x	6
CCc1cccc(C)c1NC(=O)Cn1nc(-c2cccs2)c2sc(N3CCCCC3)nc2c1=O
 : -2	-1	-1
CC1=NN(c2nc(C)cc(C)n2)C(=O)C1Cc1ccc(Cl)cc1 (stereo unspecified)
 : -5	x	12

Following part
Each structure is followed by: hcGAS inh	mcGAS inh	NPYLR7 ag
C=CCNc1sc(C(=O)C(C)(C)C)c(N)c1C#N
 : -9	x	12
Cc1cc(CNC(=O)C2CSC(Cc3ccccc3F)C(=O)N2)on1 (stereo unspecified)
 : -1	-9	2
O=C(C1CCN(C2CCc3c(F)ccc(F)c32)CC1)N1CCCCCC1 (stereo unspecified)
 : -5	x	5
O=C(NC(c1ccc2c(c1)CCC2)c1cccs1)c1cnccn1 (stereo unspecified)
 : 6	3	-2
NCC1Cc2cc(-c3ccc(S(N)(=O)=O)cc3F)cc(Cl)c2O1 (stereo unspecified)
 : -5	x	-1
CC(C)(C)c1nn2cnnc2n(/N=C\c2ccc(Cl)cc2)c1=O
 : -10	x	1
COc1ccc(N2C(=O)CN=C2Nc2nc(C)cc(C)n2)cc1OC
 : -1	-4	2
CC(C)(C)N1C(=O)c2ccccc2C1(O)C(=O)c1ccccc1 (stereo unspecified)
 : -5	x	-3
COc1ccccc1C(=O)NCCc1nc(C2CCCCC2)no1
 : 6	x	8
O=C(CN1C(=O)CC2(CCCC2)C1=O)c1ccc(Cl)s1
 : 2	x	-4
COCCNC(=O)C1CCCN(C2CCN(c3ncc(F)cn3)CC2)C1 (stereo unspecified)
 : -6	x	33
O=C(c1cccc(Cn2cccn2)c1)N1CCc2c([nH]c3ccccc23)C1c1ccccn1 (stereo unspecified)
 : -7&-2	-9&-5	2&-2
CCSc1nnc(NC(=O)c2csc3c2CCC(C)C3)s1 (stereo unspecified)
 : -1	-2	2
Cc1ccccc1-c1nc2scc(CCNS(=O)(=O)c3ccccc3Cl)n2n1
 : -4	-8	22
Cc1cc(-n2c(C)cc(-c3csc(N4CCN(C)CC4)n3)c2C)no1
 : -6	x	1
Cc1ccc(C(=O)Nc2cc(-c3cn4cccnc4n3)ccc2C)cc1
 : -1	x	7
COc1ccc(C(=O)Nc2ncccc2O)cc1Br
 : -4	x	0
CSc1ccc(COc2coc(CN3CCN(C(=O)C4COc5ccccc5O4)CC3)cc2=O)cc1 (stereo unspecified)
 : 3	-3	3
COC(=O)[C@@H]1C[C@@H](NC(=O)c2ccc3cccnc3n2)CN1C
 : -4&3	1	-2&0
CN(C)c1ccc(N)cc1CN(Cc1ccco1)C(=O)C(C)(C)C
 : 0	-1	-12
COc1ccc(S(=O)(=O)N2CCC(Cc3ccccc3)CC2)cc1N1CCN(C(=O)c2ccco2)CC1
 : -7	-7	-2
COc1ccc(C)cc1NC(=O)NCCn1ncccc1=O
 : -2	-10	-10
COc1ccc(C(=O)NC(C(=O)NC2CC2)C2CCN(C(=O)c3ccccc3C)CC2)cc1 (stereo unspecified)
 : 0	-4	4
CN1CCN(N=Cc2ccc(N3N=C(c4ccccc4)CC3c3ccccc3)cc2)CC1 (stereo unspecified)
 : -9	x	4
Cc1cc(C)c(S(=O)(=O)N(CC(=O)N(Cc2ccccc2)Cc2sccc2C)C(C)C)c(C)c1
 : -8	-2	0
CCN(CC)C(=O)[C@@H]1C[C@@H](N)CN1C(=O)c1ccc(Cl)c(F)c1
 : 0	-1	-7
COCC(C)NC(=O)c1c(O)nc2scc(C)n2c1=O (stereo unspecified)
 : -4	-5	-3
NS(=O)(=O)c1cnc(N2CCCC2Cc2cccc(F)c2)s1 (stereo unspecified)
 : -11&-10	-8	2&9
CS(=O)(=O)c1ccc(-c2nccn2CCCc2ccccc2)cc1
 : -3	-8	0
COc1cc(OC)cc(-c2cc3c(Nc4ccncc4)nccc3[nH]2)c1
 : 2	-2	-4
NC(=O)NO
 : -6&-2	-4	-2&0
NS(=O)(=O)Cc1ccc(CO)cc1
 : 8	-3	0
COc1ccc(CCNC(=O)c2c(C)noc2-c2ccccc2Cl)cc1OC
 : -10	-9	-4
O=C(CSc1nc2c(c(=O)n1CCc1ccccc1)SCC2)NCc1ccccc1
 : -2	-7	31
Cc1cc(S(=O)(=O)N(C)C)cc(NCc2ccccc2C#N)c1C
 : -4	x	2
Cc1nn2c(NCC(C)C)cc(C(C)C)nc2c1-c1ccccc1
 : -3	-8	0
Cc1c(C(=O)NCCCN2CCCCC2C)cnc2c(-c3ccc(C(C)C)cc3)cnn12 (stereo unspecified)
 : -4	-5	3
COc1ccc(-c2nnc(SCC(=O)N3CCC(C)CC3)n2-c2ccccc2C)cc1
 : -6	-5	x
NS(=O)(=O)Nc1cccc(CNC(=O)Cc2ccc(Cl)cc2Cl)c1
 : -7	x	8
CCCCn1ncc(C)c1NC(=O)C(NC(C)=O)C(C)C (stereo unspecified)
 : 4	x	1
CS(=O)(=O)c1ccc(CN2C(=O)C(Cc3ccccc3)ON=C2c2cccc(F)c2)cc1 (stereo unspecified)
 : 0	x	2
CCOC(=O)C=CC(=O)OCC1=C(C(=O)OCC)C(C)NC(=O)N1 (stereo unspecified)
 : -7	-9	5
COc1ccc(-c2c3c(=O)n(C)c(=O)n(C)c3cn2Cc2ccccc2)cc1
 : -1	x	-19
CC(NC(=O)C1=NNC(=O)CC1)C1CC2CCC1C2 (stereo unspecified)
 : -5	x	-11
CC(=O)Oc1c(-c2ccc(NC(=O)Cc3ccccc3)cc2)c(C2CC2)nn1-c1cccc(F)c1
 : -4	0	-2
COC(=O)C1(C(=O)N[C@H](CO)Cc2ccccc2)CC1
 : -3	-4	2
CCCN(C(=O)Cn1nc(C)c2ccccc2c1=O)[C@@H]1CCCC[C@H]1O
 : -5	-20	0
CC(C)OC(=NC(=O)c1cccc(F)c1)N(CCc1ccccc1)Cc1ccccc1
 : -2	-4	20

Complete entries from above. Order of screens: hcGAS inh, mcGAS inh, NPYLR7 ag
COc1ccc(-n2c(SCCC#N)nnc2-c2ccccc2Cl)cc1 reads 1, -6, 6
COc1ccc(CCNC(=O)c2c(C)noc2-c2ccccc2Cl)cc1OC reads -10, -9, -4
